PKM2 act: increases activity of human pyruvate kinase M2; P14618; purified PKM2, Kinase-Glo ATP luminescence, activation; response scale: 0% is enzyme alone, no compound; Potency, µM (highest dose often 57.5 µM), without a hit: top-dose activation, usual class: activators; 0.34% of 260,000 active; AID 1631; further: potency means the concentration at half of the fitted maximal effect; on the % scale 0 is the no-effect control and ±100 the full control effect; nearly all actives have a fitted effect of over 55% in size
Target sequence (P14618 whole entry, looked up): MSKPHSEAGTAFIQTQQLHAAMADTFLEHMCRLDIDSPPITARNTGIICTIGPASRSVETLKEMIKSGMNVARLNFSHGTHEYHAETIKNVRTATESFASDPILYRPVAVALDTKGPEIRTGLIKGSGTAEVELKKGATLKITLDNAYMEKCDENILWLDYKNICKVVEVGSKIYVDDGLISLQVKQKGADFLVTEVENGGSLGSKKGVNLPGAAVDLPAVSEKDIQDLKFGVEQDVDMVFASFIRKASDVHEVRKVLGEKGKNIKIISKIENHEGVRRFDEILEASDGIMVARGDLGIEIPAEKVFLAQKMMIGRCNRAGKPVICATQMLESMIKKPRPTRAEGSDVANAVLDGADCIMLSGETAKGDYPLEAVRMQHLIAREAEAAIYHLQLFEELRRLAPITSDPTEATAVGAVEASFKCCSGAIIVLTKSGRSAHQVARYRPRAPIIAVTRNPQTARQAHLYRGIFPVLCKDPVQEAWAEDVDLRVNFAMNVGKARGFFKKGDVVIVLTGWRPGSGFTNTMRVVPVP
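ATP formation by purified human PK-M2, quantified via coupled luciferase luminescence after 1 h at room temperature with 0.1 mM ADP and 0.5 mM PEP final.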
BCR signal inh: blocks chronic active B-cell receptor signaling | Potency, µM (titrated, usually from 46.1 µM), inactives show at the top dose ratio change, negative = lower green/red ratio, hits mostly inhibitors | AID 493014 | ABC-DLBCL IkBa-CBG/CBR reporter, luminescence ratio, 4 h | 0.05% of 340,000 active; active means well fitted inhibition curve with a large enough effect in the signal ratio, with a control signal flat, not every such curve was filed as active; inconclusive means small, poorly fitted or top-dose-only effect, or effect the other way, or a change in a side signal; the % refers to the signal ratio;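 further: potency means the concentration at half of the fitted maximal effect; plate controls were basal doxycycline-induced cells for no effect and cells given 10 µM MG132 for full effect; MG132 reads +100%, hits lower the ratio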
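TMD8 human ABC-DLBCL cells with doxycycline-inducible IκBα–green luciferase fusion and unfused red luciferase, in 0.5% FBS medium; compounds up to 46 uM, 4 h at 37C. Green/red luminescence ratio, filter-overlap corrected, fitted to concentration-response curves.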
Integrin act MD: integrin-mediated muscular dystrophy alleviation activation. Potency, µM (doses to about 38.3 µM), for inactives: top-dose activation, hits mostly activators. alpha7betagal myoblasts, beta-gal FDG fluorescence, 48 h. 0.064% of 350,000 active;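 further: potency means the concentration at half of the fitted maximal effect; 100% = response of the positive control SU9516; nearly all actives have a fitted effect of over 60% in size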
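Alpha7betagal+/- myoblasts (passage 13) were plated 16-24 hr, then exposed to compounds (1:260 dilution of DMSO stock) for 48 hours at 37C. After MPER lysis, β-galactosidase reporter activity was read as FDG fluorescence (ex 480/em 540) after 30 minutes.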
Tb PFK inh: inhibitors of T. brucei phosphofructokinase; O15648; T. brucei PFK, ADP-Glo luminescence; Potency, µM (doses to about 57.5 µM), inactives show top-dose activity, negative = inhibition, hits mostly inhibitors; 0.17% of 330,000 active;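 further: potency means the concentration at half of the fitted maximal effect; 0% = uninhibited 1x PFK enzyme wells and -100% = no-enzyme wells; nearly all actives have a fitted effect of over 60% in size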
Target sequence (O15648 whole entry, looked up): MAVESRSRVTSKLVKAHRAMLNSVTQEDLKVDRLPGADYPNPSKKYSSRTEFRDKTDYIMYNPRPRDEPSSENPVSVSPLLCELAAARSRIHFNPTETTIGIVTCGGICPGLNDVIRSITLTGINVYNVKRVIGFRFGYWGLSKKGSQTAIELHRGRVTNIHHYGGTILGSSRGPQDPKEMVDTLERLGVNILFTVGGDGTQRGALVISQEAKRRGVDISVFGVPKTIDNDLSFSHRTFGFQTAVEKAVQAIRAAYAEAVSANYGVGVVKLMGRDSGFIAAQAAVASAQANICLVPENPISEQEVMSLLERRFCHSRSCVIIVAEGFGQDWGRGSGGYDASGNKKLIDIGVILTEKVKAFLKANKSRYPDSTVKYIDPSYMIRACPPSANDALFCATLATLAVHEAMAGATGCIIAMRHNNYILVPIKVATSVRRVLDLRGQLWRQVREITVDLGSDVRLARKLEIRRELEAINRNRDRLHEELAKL
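1.25 nM PFK with 0.5 mM F6P and 0.1 mM ATP in 0.1 M TEA pH 8.0, 5 mM MgCl2, incubated 45 min at room temperature; ADP measured by ADP-Glo luminescence; compounds titrated up to 57 uM.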
Giardia killer: Giardia lamblia killing | activity change, % at 7.66 µM, hits read low | Giardia lamblia trophozoite viability | 0.15% of 340,000 active; in the data active means activity change below about -80%; inconclusive means between about -30% and that limit;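 further: parasites exposed to compound for two days anaerobically before the ATP read; on the % scale 0 is the no-effect control and ±100 the full control effect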
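Trophozoite viability was measured as ATP-dependent luminescence, read 15-30 min after reagent addition. Before that, parasites at 100 cells/well were exposed to compounds for 48 h, anaerobically, at 37 deg C.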
Coupling enz: coupling enzyme interference in Giardia aldolase counter-screen. AID 2472. 0.67% of 290,000 active. activity change, negative = inhibition, % at 58.2 µM, hits read low. coupling enzyme system counterscreen, AmpLite Red fluorescence; in the data active means activity change below about -30%; further: on the % scale 0 is the no-effect control and ±100 the full control effect
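Fluorescence at 525 nm excitation and 598 nm emission measured inhibition of the coupled detection system without aldolase. Compounds (at 57.5 uM final) were preincubated 10 min at room temperature with coupling enzyme reagent before a 20 min substrate/AmpLite Red step.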
TSG101-PTAP inh: blocks PTAP/TSG101 interaction to inhibit HIV-1 budding; Fluorescence polarization, FITC-PTAP peptide / Tsg101 binding; Potency, µM (doses to about 115 µM), for the others: at the top dose activity change, negative = inhibition, usual class: inhibitors; 340,000 tested, under 10 active; AID 493005; active means well fitted inhibition curve with a large enough effect in the main read-out, with a control signal flat, not every such curve was filed as active; inconclusive means small, poorly fitted or top-dose-only effect, or effect the other way, or a change in a side signal; inactive means no such curve, though single readings can be large or run the other way; further: potency means the concentration at half of the fitted maximal effect; % of control where 0% means no effect
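Steps: Tsg101 binding domain dispensed (10 uM final), compounds pinned in DMSO, FITC-labeled PTAP-motif peptide added (50 nM final); after 20 min binding at room temperature, polarization measured.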
Menin-MLL TR inh: displaces Texas Red mutant MLL peptide from human menin; O00255; Menin + Texas Red MLL mutant peptide, fluorescence polarization; 0.23% of 270,000 active; Potency, µM (top dose mostly 61.6 µM), for inactives: at the top dose FP activity change, negative = inhibition, usual class: inhibitors; active means well fitted inhibition curve with a large enough effect in the polarisation, with a control signal flat, not every such curve was filed as active; inconclusive means small, poorly fitted or top-dose-only effect, or effect the other way, or a change in a side signal; inactive means no such curve, though single readings can be large or run the other way; the % refers to the polarisation; further: potency means the concentration at half of the fitted maximal effect; % of control where 0% means no effect; many of its hits are not listed in these tables
GALK inh: galactokinase (human) inhibition; P51570; Purified GALK, Kinase-Glo residual ATP luminescence; Potency, µM (doses to about 57.5 µM), for the others: top-dose activity change, negative = inhibition, most hits filed as inhibitors; 0.007% of 270,000 active; further: potency means the concentration at half of the fitted maximal effect; on the % scale 0 is the no-effect control and ±100 the full control effect
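Galactose (100 uM) and ATP (35 uM) were turned over by 5 nM GALK for 1 h at RT. Kinase-Glo Plus then converted the remaining ATP into a luminescent signal.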
B2AR arrestin: agonists driving beta-arrestin recruitment to human beta2-adrenergic receptor; P07550; beta-arrestin recruitment to beta2AR, cell-based reporter; 0.02% of 330,000 active; Potency, µM (series often up to 46.1 µM), for inactives: at the highest dose activation, hits mostly activators;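 further: potency means the concentration at half of the fitted maximal effect; 0% = DMSO controls and full agonism = EC100 isoproterenol or metaproterenol; nearly all actives have a fitted effect of over 65% in size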
ASM inhibitor: inhibitors of human secretory acid sphingomyelinase | placental ASM, HMU-PC fluorogenic substrate, 60 min | Potency, µM (doses to about 57.5 µM), for the others: at the highest dose activity change, negative = inhibition, actives largely listed as inhibitors | 0.006% of 340,000 active | AID 504937; further: potency means the concentration at half of the fitted maximal effect
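Fluorogenic HMU-PC substrate (9 uM final) is turned over by placental ASM in 60 min at 37 C after a 10 min compound preincubation. Reaction ended by alkaline stop (pH 10), with fluorescence read at 386/447 nm.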
An asterisk follows results filed as active; u = inconclusive; x = no result given; [ ] = another dose, or the depositor's remark. Unless noted, the call rests on the fitted dose curve; in most records, active means well fitted curve in the direction sought with a large enough effect; inconclusive means small, poorly fitted or top-dose-only effect, or another doubt; inactive means no such curve, though single readings can be large; an effect the other way counts as inactive or inconclusive. Not all compounds are listed, so the mix of outcomes need not match the whole.

SMILES	PKM2 act	BCR signal inh	Integrin act MD	Tb PFK inh	Giardia killer	Coupling enz	TSG101-PTAP inh	Menin-MLL TR inh	GALK inh	B2AR arrestin	ASM inhibitor
COC(=O)c1nc(NC(=O)c2ccccc2)n[nH]1	2.2%	1.4%	3.1%	2.5%	-1.5	-0.5	-5.3%	7.2%	-2.3%	-0.3%	-0.2%
Cc1ccc(CNC(=O)c2cccnc2Sc2cccc(Cl)c2)cc1	-5.0%	-13.3%	-18.1%	-3.1%	8.0	7.2	-0.2%	x	1.4%	-0.2%	-0.7%
O=C(NN1CCOCC1)c1cc(-c2cccs2)nc2ccccc12	3.1%	8.7%	-5.0%	-7.5%	-11.2	-0.9	-3.9%	1.0%	3.8%	-0.2%	106.5%[activator]
O=C(CN1CCN(c2ccc(O)cc2)CC1)Nc1ccc(S(=O)(=O)N2CCCC2)cc1	x	0.9%	15.8%	-28.9%	12.3	x	-5.7%	x	x	0.0%	0.0%
CCOc1ccc(OCc2ccc(C(=O)OCc3ccccn3)o2)cc1	1.1%	u	10.9%	3.7%	9.4	0.6	-3.6%	3.1%	0.7%	0.0%	2.2%
COc1ccc(-n2nc(C(=O)O)cc2-c2ccccc2)cc1	3.2%	7.0%	-15.3%	-0.3%	30.2[activator]	10.7	-2.4%	8.2%	-4.8%	0.6%	2.9%
Clc1ccc2c(c1)CNc1c(ncnc1N1CCOCC1)O2	0.7%	u	u	-0.5%	-24.9	-3.0	-1.2%	0.2%	3.9%	-0.1%	4.0%
COc1ccccc1OCCNC(=O)c1cc(SC)ccc1Cl	-5.7%	-0.7%	7.5%	-0.5%	2.0	-1.5	-3.9%	-12.7%	x	-0.8%	0.5%
O=C(O)c1ccc(NC(=O)c2cccc(C(=O)Nc3ccc(C(=O)O)cc3)n2)cc1	x	0.2%	19.1%	25.8%	-16.8	-2.2	-1.2%	-28.8%	-0.8%	0.4%	7.4%
O=c1[nH]c(=O)c2cn[nH]c2[nH]1	x	2.1%	x	-3.2%	u	x	-0.2%	x	x	0.0%	3.3%
N#C/C(=C/c1cn(CC(=O)O)c2ccccc12)C(=O)NCc1ccccc1	-6.6%	u	-18.9%	-7.8%	-24.1	-2.2	1.8%	3.2%	6.2%	0.4%	42.8%
CCCCn1c(N)c(N(CCOC)C(=O)c2cc3c(s2)CCC3)c(=O)[nH]c1=O	x	0.8%	15.0%	-1.0%	-3.6	x	-0.3%	x	x	-0.1%	23.9%
CCN(CC)c1ccc(NC(=O)C2CCCN(S(=O)(=O)c3cccnc3)C2)c(C)c1 (stereo not given)	6.8%	4.0%	-9.8%	0.7%	7.5	-9.6	-3.7%	0.1%	1.7%	-0.8%	-3.1%
CCOc1ccc(S(=O)(=O)N(C)c2ccc(OCC(=O)OCc3c(C)noc3C)cc2)cc1	10.9%	u	-11.8%	-7.9%	-11.5	2.4	-5.5%	6.2%	4.3%	0.1%	0.8%
O=C(Nc1cccc(Cl)c1)c1ccc(NC2=NC3CS(=O)(=O)CC3S2)cc1 (stereo not given)	0.9%	-0.3%	-22.1%	1.2%	7.8	0.5	-4.2%	0.7%	x	0.0%	-6.4%
O=C(COC(=O)c1nc(Cl)ccc1Cl)c1ccccc1Cl	x	3.0%	-7.9%	2.0%	-20.7	x	0.2%	x	x	0.0%	0.0%
O=C(Nc1c(C(=O)N2CCOCC2)cnn1-c1ccccc1)c1ccc([N+](=O)[O-])cc1	-2.0%	0.0%	9.5%	u	1.6	3.4	-2.2%	3.0%	-2.4%	0.5%	x
Cc1cc2ccccc2c(=O)n1CC(=O)NCC(=O)N(C)Cc1ccccc1	-4.6%	4.5%	11.7%	0.6%	7.5	4.9	-1.1%	-1.4%	2.5%	-0.2%	5.5%
CCCCOC(=O)CSC1=C(C#N)C(c2ccc3c(c2)OCO3)CC(=O)N1 (stereo not given)	11.0%	u	0.2%	12.1%	13.5	-3.8	2.0%	35.5%[activator]	-1.2%	2.9%	0.4%
O=C(Nc1ccccc1Cl)N1C2CCC1CC(O)(c1cccnc1)C2 (stereo not given)	-1.0%	0.0%	9.2%	-0.9%	-17.3	3.2	-6.2%	15.3%	-3.7%	-0.2%	3.0%
CC(=O)c1cccc(NC(=O)C(C)OC(=O)C2CCC2)c1 (stereo not given)	-6.0%	2.0%	u	-5.7%	13.8	x	-3.7%	x	5.1%	0.4%	-3.1%
CC(C)CN(C(=O)COC(=O)CCSc1ccc(F)cc1)c1c(N)n(Cc2ccccc2)c(=O)[nH]c1=O	x	2.6%	0.0%	-1.1%	12.4	x	-0.1%	x	x	-0.1%	1.7%
COCc1[nH]nc2c1C(c1ccccc1Cl)C(C#N)=C(N)O2 (stereo not given)	-11.9%	-1.8%	-37.1%	-8.8%	-17.3	-2.2	-3.6%	-1.9%	2.8%	-0.1%	-0.8%
CCOc1ccccc1OCC(O)CNC (stereo not given)	-0.3%	x	-3.4%	x	-1.6	0.2	-5.8%	-19.7%	3.2%	x	-1.3%
Cc1ccc2c(c1)Oc1ccc([N+](=O)[O-])cc1C(=O)N2	-2.9%	u	-9.0%	3.8%	17.5	-0.4	-5.6%	28.7%	-2.5%	-0.7%	2.1%
COc1nc2c(c(-c3cc(Br)cs3)c1C#N)Cc1ccccc1-2	5.6%	-0.4%	9.2%	0.6%	26.9	0.4	-1.0%	x	-0.4%	-0.1%	41.7%[activator]
COc1ccc(C(=O)OCC(=O)N2CC(=O)Nc3ccccc32)cc1Br	x	4.8%	26.5%	-2.4%	4.0	x	-0.1%	x	x	-2.1%	-1.9%
CN(C)CCOc1ccc2ccccc2c1	-5.5%	u	-18.5%	-8.0%	-6.3	-0.6	-1.4%	-6.8%	1.1%	-0.1%	-0.3%
CC(c1ccccc1)C1CC(=O)N(c2ccccc2)C1=O (stereo not given)	0.3%	6.5%	5.7%	1.5%	-14.3	-0.2	-1.8%	-8.3%	2.4%	0.1%	1.0%
COc1cc(SC)ccc1C(=O)N1CCCc2ccccc21	-12.1%	3.5%	-12.2%	2.0%	-0.8	-4.1	-2.4%	-16.3%	2.1%	-1.0%	-1.0%
COC(=O)Cn1c(=NC(=O)c2cc(-c3cccs3)nc3ccccc23)sc2cc(S(N)(=O)=O)ccc21	0.2%	u	19.5%	-0.5%	1.5	2.1	-1.6%	u	0.6%	-0.5%	253.4%[activator]
CCOC(=O)/C(C#N)=C/c1ccc(OCC(=O)Nc2cc(C)ccc2C)c(OC)c1	-1.4%	6.8%	-6.1%	-2.4%	-10.3	1.3	-1.5%	u	1.5%	0.0%	1.6%
COc1ccccc1C(=O)Nc1nnc(S(=O)(=O)N(C)Cc2ccccc2)s1	x	u	u	2.0%	15.6	x	-1.0%	x	2.4%	0.0%	-8.2%
O=C(Cn1nc(C(=O)O)c2ccccc2c1=O)NC12CC3CC(CC(C3)C1)C2	-4.3%	3.0%	-15.6%	-4.2%	-3.0	-0.2	-0.3%	-2.9%	7.4%	0.0%	-0.4%
CCn1nc(NS(=O)(=O)c2ccc([N+](=O)[O-])cc2)c2cc3cccc(C)c3nc21	x	2.4%	32.5%	1.9%	-6.8	x	-3.8%	x	-4.8%	-0.3%	-4.5%
COc1ccc2c(c1)C(C)=CC(C)(C)N2C(=O)CNCc1ccc2c(c1)OCO2	-0.9%	1.0%	-3.8%	-4.0%	-15.4	-4.1	-4.4%	-8.6%	-1.6%	0.3%	-0.8%
CCOC(=O)C1=C(C)NC2=C(C(=O)CC(C)(C)C2)C1c1ccc(O)c(OCC)c1 (stereo not given)	6.4%	-1.0%	-6.2%	0.1%	10.3	-1.1	-6.8%	x	-0.6%	-0.7%	24.4%
N#Cc1nc(-c2ccc(OCc3ccccc3)cc2)oc1NCc1ccco1	-5.8%	u	10.5%	-0.2%	9.6	1.0	2.5%	u	-1.6%	-0.5%	-18.3%
Cc1csc(=O)n1CC(=O)OCC(=O)NCc1ccc(F)cc1	x	9.5%	19.6%	-8.3%	2.8	x	0.0%	x	x	0.1%	3.3%
CCCNc1c(NC(C)=O)c(=O)oc2ccccc12	-1.2%	2.5%	15.1%	-0.6%	-9.6	-4.7	-2.3%	-1.0%	0.8%	0.0%	6.2%
CCO[C@@H]1OC(C(=O)N2CCOCC2)=C[C@H](c2ccc(Br)cc2)[C@H]1CCCO	12.1%	3.9%	0.6%	6.8%	-22.9	2.5	x	-18.5%	1.7%	-1.0%	5.3%

Bioassay records (PubChem)
